XBP1 UPR activ: activators of adaptive XBP1 UPR arm, primary screen, cell-based, CHO-XBP1 luciferase reporter, luminescence, uHTS. IRE1-XBP1 UPR activation; percent of tunicamycin response, DMSO as zero. activation, % at 20 µM. 0.33% of 330,000 active;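 active = versus positive control, 20 µM dose yields 30% or more activation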;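 note: 100% = tunicamycin at 10 µg/mL and 0% = DMSO only wells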
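Signal: luciferase luminescence; Assay system: CHO-XBP1 luciferase reporter cells; Amount: one thousand reporter cells per well; Dosing: 20 µM single concentration, DMSO 1%; Benchmarks: high control tunicamycin 10 µg/mL final, low control DMSO vehicle only; Schedule: 6 h compound exposure at 37 °C, 5% CO2; Evaluation: percent activation relative to tunicamycin reference.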
APJ agonist: agonists of human apelin receptor APJ, primary screen, CHO-K1 cells, PathHunter beta-arrestin, luminescence | activation, % at 20 µM | 0% DMSO wells, 100% apelin | AID 2520, 2010 | 0.11% of 330,000 active;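 active = activation more than six SD over the plate average, tested at 20 µM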;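 note: 0% = DMSO alone and 100% = apelin-13 at 10 nM; some results filed as inactive read as strong as hits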
Target sequence (P35414 whole entry, looked up): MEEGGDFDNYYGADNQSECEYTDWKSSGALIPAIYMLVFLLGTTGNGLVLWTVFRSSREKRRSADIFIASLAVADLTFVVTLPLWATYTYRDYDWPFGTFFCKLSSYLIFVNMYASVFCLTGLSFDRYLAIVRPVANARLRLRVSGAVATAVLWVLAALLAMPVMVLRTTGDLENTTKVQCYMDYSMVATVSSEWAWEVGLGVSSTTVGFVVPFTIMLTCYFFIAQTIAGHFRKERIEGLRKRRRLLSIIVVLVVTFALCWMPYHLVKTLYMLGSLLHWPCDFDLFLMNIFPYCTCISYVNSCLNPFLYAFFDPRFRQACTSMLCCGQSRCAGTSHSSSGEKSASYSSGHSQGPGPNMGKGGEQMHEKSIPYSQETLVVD
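Assay system: CHO-K1 cells stably expressing ProLink-tagged human APJ and arrestin–beta-gal acceptor. Compound dosing: 20 µM single point, 1% DMSO. Times: 16-18 h seeding, 90 min dark compound exposure, 60 min detection. Detection: beta-gal luminescence. Evaluation: APJ–arrestin association signal. Controls: negative DMSO alone, positive Apelin-13 at 10 nM.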
tim23-1 inh: growth inhibitors of tim23-1 mutant yeast, primary screen, luminescence, uHTS; S. cerevisiae tim23-1 growth, BacTiter-Glo luminescence, 24 h; inhibition, % at 20 µM; 1.3% of 330,000 active; AID 463212, 2010;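 active = growth inhibition of the mutant yeast at or above 50%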;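 note: temperature-sensitive mutant grown at 25 °C; plate controls were DMSO-treated mutant yeast for no effect and medium wells lacking yeast for full effect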
CHOP UPR activ: activators of apoptotic CHOP UPR arm, primary screen, cell-based, CHO-CHOP luciferase reporter, luminescence, uHTS; 0.34% of 330,000 active; activation, % at 10 µM; AID 449763, 2010; UPR activation; percent of tunicamycin response over DMSO baseline;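 active = at 10 µM dose, activation of 40% or more, normalized to positive control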;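 note: 100% = tunicamycin at 10 µg/mL and 0% = DMSO alone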
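Test system: CHO CHOP reporter cells. Input: 500 CHO-CHOP cells per well. Medium: F12 with 10% FBS. Technique: luciferase luminescence. Measure: percent activation relative to tunicamycin control. Dosing: 10 µM compound, 0.5% DMSO. Timing: 16-18 h cell attachment, then 6 h compound exposure, 37 °C.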
Mdm2 MdmX PPI: inhibitors of human Mdm2-MdmX association, primary screen, cell-based, luminescence, split luciferase, SaOS-2, uHTS; Protein Mdm4 (Homo sapiens) + E3 ubiquitin-protein ligase Mdm2 (Homo sapiens), …; SaOS-2 split-luciferase Mdm2/MdmX complementation; inhibition, % at 8 µM; 3% of 330,000 active; AID 485346, 2010;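 active = inhibition of at least 50% at 8 µM in the primary screen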
EBI2 antag: EBI2 receptor antagonists, beta-arrestin recruitment, primary screen, cell-based, luminescence, 7a,25-OHC stimulation, uHTS. 7a,25-OHC stimulated. inhibition, % at 5 µM. 0.81% of 360,000 active; in the data active = inhibition above about 38%;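 note: enzyme fragment complementation signal reports receptor beta-arrestin coupling in cells; 0% = agonist plus DMSO wells and 100% = wells without agonist; some results beyond the cut were filed as inactive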
Target sequence (P32249 whole entry, looked up, the tested form may be a part): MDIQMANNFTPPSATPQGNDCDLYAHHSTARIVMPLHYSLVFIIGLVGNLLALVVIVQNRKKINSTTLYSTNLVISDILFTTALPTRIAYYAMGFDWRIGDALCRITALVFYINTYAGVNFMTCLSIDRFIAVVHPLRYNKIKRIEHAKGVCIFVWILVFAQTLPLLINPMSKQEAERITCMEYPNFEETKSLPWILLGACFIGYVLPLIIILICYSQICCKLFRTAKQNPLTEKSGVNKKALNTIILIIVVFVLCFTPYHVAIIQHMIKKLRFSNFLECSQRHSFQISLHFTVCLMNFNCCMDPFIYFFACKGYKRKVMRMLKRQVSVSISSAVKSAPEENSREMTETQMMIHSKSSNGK
APJ antagonist: antagonists of human apelin receptor APJ, primary screen, CHO-K1 cells, beta-arrestin complementation, luminescence | P35414 | inhibition, % at 20 µM | 0.32% of 330,000 active;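 active = inhibition above about 40% at 20 µM, limit read from the data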;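 note: cells challenged with 10 nM apelin-13 agonist together with compound; plate controls were apelin-13 plus DMSO wells for no effect and DMSO wells lacking apelin-13 for full effect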
CCR6 antagonist: CCR6 receptor antagonists, primary screen, cell-based, CHO-K1, luminescence, beta-arrestin, uHTS; CHO-K1 CCR6 PathHunter beta-arrestin, CCL20-stimulated; C-C chemokine receptor type 6 (Homo sapiens), P51684; inhibition, % at 20 µM; 0.49% of 340,000 active;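 active = compounds whose inhibition of the agonist-driven luminescence signal at 20 µM reaches about 50%, limit read from the data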;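 note: cells stimulated with CCL20 at 14 nM final; plate controls were DMSO with CCL20 for no effect and DMSO without agonist for full effect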
CXCR6 block: CXCR6 receptor inhibitors, primary screen, cell-based, beta-arrestin, luminescence, CHO-K1 PathHunter, 1536-well; AID 602244, 2012; inhibition, % at 20 µM; 0.36% of 360,000 active; C-X-C chemokine receptor type 6 (Homo sapiens), O00574; in the data active = inhibition above about 34%, passing the limit was not always enough;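 note: antagonist mode with CXCL16 agonist at 10 nM final; 0% = 10 nM CXCL16 with DMSO and 100% = unstimulated wells without agonist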
* = called active by the depositor; . = no result given; & = joins results of further samples.

1) CCOC(=O)C(CCOc1cccc(CC)c1)C(=O)OCC
2) CCOc1ccccc1NC(=S)NC(=O)CCc1ccccc1
3) Cc1cc(C)cc(N2C(=O)N(c3ccccc3C)C3CS(=O)(=O)CC32)c1 (stereo not given)
4) CC(=O)Nc1ccc(OCC(=O)NCc2ccc(C)cc2)cc1
5) Cc1ccc(S(=O)(=O)Nc2ccc3c(c2)OCCO3)c(C)c1NS(C)(=O)=O
6) O=C(NCCCC1CCCC1)C1CCC(=O)N(Cc2cccc(C(F)(F)F)c2)C1 (stereo not given)
7) NC12CC3CC(CC(C3)C1)C2
8) CS(=O)(=O)N1CCN(C(=O)c2cccnc2)CC1
9) CN(Cc1c(C(=O)N/N=C/c2cccc(O)c2)nnn1-c1nonc1N)C1CCCCC1
10) COc1cccc(-c2sc3ccc(OC)cc3c2-c2ccc(OCCN3CCCC3)cc2)c1
compound no.	1	2	3	4	5	6	7	8	9	10
APJ antagonist	0	24	28	1	0	4	-17	-8	-24	.
CXCR6 block	-3	1	2	4	-20	13	-8	2	0	-10
APJ agonist	-5	-5	0	-3	-1	-5	3	-2	-4	.
CHOP UPR activ	2.8	0.4	-2.2	-1.9	-0.3	-1.2	-0.4	0.0	2.2	5.6
XBP1 UPR activ	9	-4	-4	-1	-8	-3	-5	1	-4	18
Mdm2 MdmX PPI	14	28	8	-17	33	0	-18	8	13	69*
EBI2 antag	1	-4	-9	0	3	4	-7	4	11	-7
tim23-1 inh	0	11	17	9	9	17	-11	-9	-3	70*
CCR6 antagonist	18	10	-1	7	-12	8	7	-4	-12	48

11) O=C(COC(=O)c1cc(-c2ccccc2)nc2ccccc12)NC1CC1
12) C=CCOC(=O)c1ccc(-n2cncn2)nc1
13) CC1(C)C(=O)N(OCc2ccccc2)C(C)(C)C(=O)N1OCc1ccccc1
14) O=C(c1cc(COc2ccccc2)on1)N1CCCC(OCc2cccnc2)C1 (stereo not given)
15) CS(=O)(=O)Cc1ccc(C(=O)NC2CCN(Cc3ccccc3)C2)cc1 (stereo not given)
16) COCC(=O)N1CCc2ccc(NC(=O)c3ccccc3Cl)cc2C1
17) Cc1ccc(-c2nc3c(c(=O)c4ccccc4n3C)c(=O)n2-c2ccccc2)cc1
18) CCc1nc(N2CCCC2)c(C#N)c2c1CCCC2
19) CCCCCCCCOC(=O)c1ccc(N)cc1
20) Cc1[nH]c2ccccc2c1SCC(=O)O
compound no.	11	12	13	14	15	16	17	18	19	20
APJ antagonist	0	-3	4	4	7	-22	-16	15	-4	-12
CXCR6 block	-6	4	3	-2	-3	-2	0	-19	-7	3
APJ agonist	-4	-2	-1	3	-2	0	6	-13	-1	0
CHOP UPR activ	1.1	1.9	-2.2	0.0	1.6	2.1	-3.6	-1.2	1.9	-1.0
XBP1 UPR activ	-1	0	-6	-10	0	-4	-2	-2	-2	2
Mdm2 MdmX PPI	-17	16	13	10	0	26	-9	-19	-6	-10
EBI2 antag	-13	-4	7	-8	-3	-4	-3	1	-8	-6
tim23-1 inh	35	-3	24	15	-7	-4	-6	1	7	11
CCR6 antagonist	13	-9	10	13	-1	18	23	5	3	-8

21) CC(C)CNC(=S)NC(=O)c1ccc(Cl)cc1
22) COCCNC(=O)CCC1CCN(Cc2cccc(-c3ccc(C)o3)c2)CC1
23) Cc1[nH]n(C(C)(C)C)c(=O)c1Sc1ccc(Cl)cc1
24) C/C(=C\c1cc2ccccc2o1)C1Nc2cccc3cccc(c23)N1
25) CCCCOc1ccc(C(=O)Nc2ccc(C)cc2[N+](=O)[O-])cc1
26) COc1ccc(NC(=O)c2ccc3c(c2)N(C)CCS3)cc1
27) O=C(/C=C/c1ccccc1Cl)N1CCOCC1
28) COC(=O)[C@H]1[C@H]2C[C@H]3c4[nH]c5ccccc5c4CCN3C[C@@H]2CC[C@@H]1O
29) CC(=O)Nc1c(C)cc(S(C)(=O)=O)cc1C
30) Cc1ccc2sc3ccc(NC(=O)c4ccccc4Cl)cc3c(=O)c2c1
compound no.	21	22	23	24	25	26	27	28	29	30
APJ antagonist	17	9	3	-13	-19	9	12	11	-14	6
CXCR6 block	-2	6	-3	-4	-13	3	5	-1&3	-18	4
APJ agonist	-2	-2	-1	5	3	-2	-1	-2	-2	-2
CHOP UPR activ	5.4	1.2	-1.0	2.9	4.1	-0.3	2.1	0.2	4.3	10
XBP1 UPR activ	3	-3	0	2	-2	3	-1	-4	-2	3
Mdm2 MdmX PPI	-35	47	26	16	-9	-88	22	-11	7	-4
EBI2 antag	-2	-1	10	3	18	6	-5	3&-3	-11	22
tim23-1 inh	39	9	22	43	8	9	10	1	-1	12
CCR6 antagonist	10	-5	3	17	11	20	-4	2&4	-9	9

Entries of single compounds, quoted from the list. Screens in order: APJ antagonist	CXCR6 block	APJ agonist	CHOP UPR activ	XBP1 UPR activ	Mdm2 MdmX PPI	EBI2 antag	tim23-1 inh	CCR6 antagonist
`CC(=O)Nc1c(C)cc(S(C)(=O)=O)cc1C` as listed: -14	-18	-2	4.3	-2	7	-11	-1	-9
`Cc1ccc2sc3ccc(NC(=O)c4ccccc4Cl)cc3c(=O)c2c1` as listed: 6	4	-2	10	3	-4	22	12	9
`O=C(/C=C/c1ccccc1Cl)N1CCOCC1` as listed: 12	5	-1	2.1	-1	22	-5	10	-4
`COC(=O)[C@H]1[C@H]2C[C@H]3c4[nH]c5ccccc5c4CCN3C[C@@H]2CC[C@@H]1O` as listed: 11	-1&3	-2	0.2	-4	-11	3&-3	1	2&4

Next part:
31) Cn1c(=O)c2c([nH]c(=O)n2C)n(C)c1=O
32) O=C(Nc1cc(C(F)(F)F)cc(C(F)(F)F)c1)c1ccc(Cn2cc(C(F)(F)F)ccc2=O)cc1
33) C[n+]1ccn(CC(=O)c2cccs2)c1
34) COC(=O)C1=C(C)N(CCCC(=O)O)C(=O)NC1c1ccccc1OS(=O)(=O)c1ccccc1[N+](=O)[O-] (stereo not given)
35) O=C(CN1C(=O)CSc2ccc(S(=O)(=O)N3CCCCC3)cc21)NCc1ccccc1Cl
36) Cc1ccc(O)c(NC(=S)NC(=O)COc2ccc(Br)cc2)c1
37) CCCC(CCC(=O)Nc1ccn(-c2ccccc2)n1)C(=O)O (stereo not given)
38) Cc1nc2oc(C(=O)c3ccccc3)c(N)c2c2c1COC(C)(C)C2
39) Cc1ccc2nc(Nc3ccc4[nH]c(=O)[nH]c4c3)c(-n3nc(C)cc3C)nc2c1
40) CCC(=O)n1nc(NCc2ccc(OC)c(OC)c2)nc1NCc1ccc(OC)c(OC)c1
compound no.	31	32	33	34	35	36	37	38	39	40
APJ antagonist	6	-11	16	-95	11	1	-2	7	10	11
CXCR6 block	1	-15	6	2	-13	19	6	7	-16	-6
APJ agonist	2	6	-2	9	1	2	-7	5	-5	5
CHOP UPR activ	2.5	7.5	-0.4	0.2	-0.9	-3.4	-1.9	5.1	2.2	-0.2
XBP1 UPR activ	0	8	-2	-2	-7	-3	0	0	4	-3
Mdm2 MdmX PPI	-3	22	-1	5	15	-6	-18	-12	49	-11
EBI2 antag	-4	-2	-2	-8	16	1	-12	-5	-17	-3
tim23-1 inh	13	-5	2	1	7	6	12	3	30	20
CCR6 antagonist	-10	-18	-4	1	34	40	-10	13	2	6

41) CC(=O)NC(C)Cc1cn(Cc2ccccc2)c2ccccc12 (stereo not given)
42) CC(=O)Nc1nc2ccc(-c3nc4ccccc4o3)cc2s1
43) Cc1cccc(N(C(=O)c2sc(C)nc2C)C(C(=O)NCc2ccco2)c2ccccc2)c1 (stereo not given)
44) Cc1ccn(C(CC(=O)c2ccc(Br)cc2)C(=O)O)n1 (stereo not given)
45) COc1cccc(CNC(=O)c2cccc(S(=O)(=O)N3CCN(C)CC3)c2)c1
46) CCOC(=O)C(C)Oc1cccc2c(=O)n(CC(=O)N3CCc4ccccc43)ccc12 (stereo not given)
47) CCc1nnc(NS(=O)(=O)c2ccc(NC(=O)c3cc(Cl)ccc3OC)cc2)s1
48) Cc1ccc(C(=O)NCC(=O)OCC(=O)c2ccc(C)c([N+](=O)[O-])c2)cc1
49) O=C(c1ccc(Cl)c(S(=O)(=O)NCc2cccnc2)c1)N1CCCC1
compound no.	41	42	43	44	45	46	47	48	49
APJ antagonist	3	-10	-4	-1	5	12	2	55*	-12
CXCR6 block	9	-3	-8	11	8	0	6	17	-8
APJ agonist	-4	7	3	-1	5	1	0	-4	-1
CHOP UPR activ	0.6	6.2	-0.1	-0.8	2.4	-1.1	0.3	-0.9	-1.9
XBP1 UPR activ	-1	3	-5	2	-6	-1	-3	0	0
Mdm2 MdmX PPI	-11	-25	11	7	7	6	2	4	-19
EBI2 antag	3	7	5	-4	-3	11	-15	5	-2
tim23-1 inh	15	29	2	-1	-10	12	15	12	1
CCR6 antagonist	10	7	3	-8	-22	9	2	40	12

Some of the compounds tested (hit frequency here may not be typical).
